Screening data deposited in PubChem by National Center for Advancing Translational Sciences (NCATS).
GALK inhibitor: galactokinase (human) inhibition | Potency, µM (titrated, usually from 57.5 µM), for inactives: at the top dose activity change, negative = inhibition, actives largely listed as inhibitors | 0.007% of 270,000 active | AID 1868 | P51570 | Purified GALK, Kinase-Glo residual ATP luminescence; also: potency is read from the fitted curve at half-maximal effect; % is scaled to controls: 0 for no effect and ±100 for the full control effect
Target sequence (P51570 whole entry, looked up): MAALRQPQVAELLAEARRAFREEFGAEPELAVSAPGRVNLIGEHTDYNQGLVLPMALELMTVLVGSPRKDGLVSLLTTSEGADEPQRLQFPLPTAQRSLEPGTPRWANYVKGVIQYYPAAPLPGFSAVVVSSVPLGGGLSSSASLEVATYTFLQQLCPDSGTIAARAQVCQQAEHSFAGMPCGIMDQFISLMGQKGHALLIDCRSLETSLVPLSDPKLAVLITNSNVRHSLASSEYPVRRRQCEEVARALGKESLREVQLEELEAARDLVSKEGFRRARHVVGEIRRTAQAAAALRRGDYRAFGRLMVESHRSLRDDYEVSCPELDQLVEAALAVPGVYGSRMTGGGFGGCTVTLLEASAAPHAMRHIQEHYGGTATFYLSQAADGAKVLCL
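5 nM enzyme, 35 uM ATP, 100 uM galactose, 20 mM HEPES pH8.0, 5 mM MgCl2; 1 h RT; residual ATP by Kinase-Glo Plus luminescence, qHTS format.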
KCNH2 WT inh: blocks the wildtype human KCNH2 potassium channel; Q12809; U2OS, BacMam KCNH2, thallium flux FluxOr; active compounds read low; activity change, % at 1.84 µM; 0.37% of 340,000 active;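 active = maximum activity change below -70%; inconclusive = maximum activity change between -70% and -50%; inactive = maximum activity change above -50%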; also: % is scaled to controls: 0 for no effect and ±100 for the full control effect
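U2OS cells transduced with wild-type KCNH2 virus are loaded with FluxOr dye for 45 min, and thallium flux is measured in kinetic reads before and after stimulation buffer. Rate constants are normalized to DMSO controls.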
TRPV1 ag: human TRPV1 agonism; 0.19% of 320,000 active; activation, % at 8.33 µM; TRPV1-expressing cells, Fluo-8 calcium influx, agonist mode; Q8NER1; AID 540275; in the data active = activation above about 80%; inconclusive = between about 30% and that limit; also: 0% is about no effect
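Fluo-8 calcium influx in TRPV1-expressing cells, kinetic read (ex 480/em 520 nm). Compound added and read 3 min for agonist activity, followed by capsaicin at EC20 final and 2 min further read for enhancement.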
MBNL1 CUG block: blocks human MBNL1 binding to CUG repeat RNA; Q9NR56; TR-FRET MBNL1-His/biotin-(CUG)12 binding, 665/545 ratio; Potency, µM (top dose mostly 57.5 µM), inactives show at the top dose activity change, negative = inhibition, most hits filed as inhibitors; 0.036% of 280,000 active; active = well fitted inhibition curve with a large enough effect in the signal ratio, with a control signal flat, not every such curve was filed as active; inconclusive = small, poorly fitted or top-dose-only effect, or effect the other way, or a change in a side signal; inactive = no such curve, though single readings can be large or run the other way; the % refers to the signal ratio; also: potency is read from the fitted curve at half-maximal effect; % is scaled to controls: 0 for no effect and ±100 for the full control effect
Target sequence (Q9NR56 whole entry, looked up): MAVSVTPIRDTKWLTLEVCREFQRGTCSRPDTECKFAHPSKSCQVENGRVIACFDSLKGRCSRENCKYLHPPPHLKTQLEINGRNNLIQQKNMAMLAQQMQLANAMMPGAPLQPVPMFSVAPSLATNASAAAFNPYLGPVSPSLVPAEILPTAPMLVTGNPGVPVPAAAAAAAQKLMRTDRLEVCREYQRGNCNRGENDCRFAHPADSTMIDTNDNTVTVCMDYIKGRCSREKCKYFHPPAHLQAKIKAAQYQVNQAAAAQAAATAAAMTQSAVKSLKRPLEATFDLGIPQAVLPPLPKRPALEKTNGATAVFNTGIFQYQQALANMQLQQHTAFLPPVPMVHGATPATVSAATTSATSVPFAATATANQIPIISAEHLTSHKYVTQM
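His-tagged MBNL1 binding to biotinylated (CUG)12 RNA was measured by TR-FRET using terbium anti-His antibody (0.055 ng/ul final) and streptavidin-XL665 (5 nM final). Compounds were titrated 92 nM to 58 uM; 60 min at room temperature.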
A-T KAP1 phos: potential ataxia-telangiectasia treatments restoring KAP-1 phosphorylation | […] A-T fibroblasts, KAP-1 phosphorylation AlphaLISA; neocarzinostatin DNA damage 30 min before lysis | Potency, µM (top dose mostly 57.5 µM), inactives show at the highest dose activation, hits mostly activators | 0.19% of 320,000 active | AID 485349; also: potency is read from the fitted curve at half-maximal effect; % of control where 0% means no effect; nearly all actives have a fitted effect of over 45% in size
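hTERT-immortalized A-T patient fibroblasts ([…]), 500 cells/well in OPTI-MEM, 1% FBS, got compounds for 60 min, then NCS for 30 min at 37C. Lysates were then assayed for phospho-KAP-1 by AlphaLISA (anti-pKAP1 donor, anti-KAP1 acceptor beads), 6 hr at 25C.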
S-ASM inh: blocks human secretory acid sphingomyelinase | P17405 | placental ASM, HMU-PC fluorogenic substrate, 60 min | Potency, µM (series often up to 57.5 µM), for the others: at the top dose activity change, negative = inhibition, most hits filed as inhibitors | 0.006% of 340,000 active; also: potency is read from the fitted curve at half-maximal effect
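Fluorescence read-out (Ex 386 nm, Em 447 nm) after stopping the reaction at pH 10. Enzyme: ASM from human placenta; substrate HMU-PC0, 9 uM final; 60 min, 37 °C. Compound preincubation 10 min, ambient temperature.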
KCNH2 3.1 block: KCNH2 3.1 (human) potassium channel inhibition; U2OS KCNH2 3.1, thallium flux FluxOr; active compounds read low; activity change, % (tested at about 1.8 µM); 0.95% of 340,000 active;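 active = maximum activity change below -70%; inconclusive = maximum activity change from -70% to -50%; inactive = maximum activity change above -50%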;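 also: thallium influx rate constant from kinetic fluorescence after stimulation buffer; % is scaled to controls: 0 for no effect and ±100 for the full control effect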
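We transduce U2OS cells with the mutant 3.1 virus, culture them overnight, load FluxOr with Red40 quencher for 45 min, then add stimulation buffer and read kinetically for 2 min to derive a normalized rate constant.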
MLL CXXC-DNA inh: blocks binding of human MLL CXXC domain to DNA | AID 2662 | MLL-CXXC / FITC-HOXA9 DNA fluorescence polarization | 0.037% of 290,000 active | Potency, µM (titrated, usually from 115 µM), for the others: top-dose activity change, negative = inhibition, usual class: inhibitors | Q03164; active = well fitted inhibition curve with a large enough effect in the polarisation, with a control signal flat, not every such curve was filed as active; inconclusive = small, poorly fitted or top-dose-only effect, or effect the other way, or a change in a side signal; inactive = no such curve, though single readings can be large or run the other way; the % refers to the polarisation; also: potency is read from the fitted curve at half-maximal effect
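Purified MLL-CXXC (added from a 7 uM solution) was preincubated 5 min at ambient with pinned compounds in 50 mM Tris-HCl pH 7.5, 50 mM NaCl, 1 mM DTT, 0.05% BSA. Fluorescein-labeled HOX-A9 DNA (50 nM solution) followed, 30 min, then polarization read.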
Coupling enz: coupling enzyme interference in Giardia aldolase counter-screen | AID 2472 | coupling enzyme system counterscreen, AmpLite Red fluorescence | 0.67% of 290,000 active | activity change, negative = inhibition, % at 58.2 µM, hits read low; in the data active = activity change below about -30%; also: % is scaled to controls: 0 for no effect and ±100 for the full control effect
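Activity here indicates interference with the coupling reaction, not aldolase inhibition. Compounds at 57.5 uM final met coupling enzymes for 10 min at RT; substrate and AmpLite Red detection followed, with a 525/598 nm fluorescence read after 20 min.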
a7 integrin act: activators of alpha7 integrin expression for muscular dystrophy; alpha7betagal myoblasts, beta-gal FDG fluorescence, 48 h; Potency, µM (doses to about 38.3 µM), without a hit: at the top dose activation, hits mostly activators; 0.064% of 350,000 active; AID 624291;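 also: potency is read from the fitted curve at half-maximal effect; 100% = response of the positive control SU9516; nearly all actives have a fitted effect of over 60% in size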
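alpha7betagal+/- myoblasts (passage 13, 250/well) treated 48 h at 37C with compounds at 1:260 dilution of DMSO stock. Lysed, then beta-galactosidase activity read as FDG fluorescence (ex 480/em 540) after 30 min, with pre-read for autofluorescence.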
* = called active by the depositor; ? = inconclusive; / = not tested or not shown; & = joins results of further samples; [ ] = another dose, or the depositor's remark. Unless noted, calls follow the shape of the dose curve; as a rule, active = well fitted curve in the direction sought with a large enough effect; inconclusive = small, poorly fitted or top-dose-only effect, or another doubt; inactive = no such curve, though single readings can be large; an effect the other way counts as inactive or inconclusive. Not a hit list; any-hit rate near 2%.

Compound,KCNH2 3.1 block,GALK inhibitor,MBNL1 CUG block,a7 integrin act,TRPV1 ag,A-T KAP1 phos,MLL CXXC-DNA inh,S-ASM inh,Coupling enz,KCNH2 WT inh
OC1(c2ccc(F)cc2)CSC(=Nc2cccnc2)N1Cc1ccco1 (configuration not stated),-3,2%,2%,-9%,11,-10%,2%,0%,0,3
CCCS(=O)(=O)N1CCN(C(=O)c2cc(OC)cc(OC)c2)CC1,4,0%,-1%,-17%,-1,-6%,4%,0%,2,-11
CN(C)CCCn1c(=O)n(Cc2ccccc2)c(=O)c2c3c(sc21)CCCCC3,-29,5%,-3%,-28%,2,0%,0%,-5%,0,23
Cc1ccc(NCC(O)Cn2cnc3c2c(=O)n(C)c(=O)n3C)cc1 (configuration not stated),14,-2%,-10%,11%,0,-3%,5%,2%,0,2
O=[N+]([O-])c1ccc(Nc2ccc(F)cc2)cc1,14,-1%,?,?,3,-10%,-1%,-10%,-5,-10
CCCNS(=O)(=O)/C=C/c1ccccc1,-2,9%,-5%,-34%,-1,0%,8%,0%,1,-4
CCOc1ccc(CCNC(=O)C2CCCN(c3ncnc4c3nc3n4CCCCC3)C2)cc1 (configuration not stated),-10,-7%,0%,-22%,11,3%,3%,-2%,-2,-2
O=C(CN1CCC(C(=O)c2ccc(F)cc2)CC1)NCc1ccccc1F,2,0%,-1%,-9%,-7,2%,23%,-1%,-1,0

Structural class, the compounds so far with a carbonyl joined to an NH by a bond outside any ring.
Compound,KCNH2 3.1 block,GALK inhibitor,MBNL1 CUG block,a7 integrin act,TRPV1 ag,A-T KAP1 phos,MLL CXXC-DNA inh,S-ASM inh,Coupling enz,KCNH2 WT inh
CCOc1ccc(CCNC(=O)C2CCCN(c3ncnc4c3nc3n4CCCCC3)C2)cc1 (configuration not stated),-10,-7%,0%,-22%,11,3%,3%,-2%,-2,-2
O=C(CN1CCC(C(=O)c2ccc(F)cc2)CC1)NCc1ccccc1F,2,0%,-1%,-9%,-7,2%,23%,-1%,-1,0

A few values from the entries so far.
Under KCNH2 WT inh, CN(C)CCCn1c(=O)n(Cc2ccccc2)c(=O)c2c3c(sc21)CCCCC3 is entered as 23
Under GALK inhibitor, OC1(c2ccc(F)cc2)CSC(=Nc2cccnc2)N1Cc1ccco1 (configuration not stated) is entered as 2%
Under KCNH2 WT inh, CCOc1ccc(CCNC(=O)C2CCCN(c3ncnc4c3nc3n4CCCCC3)C2)cc1 (configuration not stated) is entered as -2

The listing continues:
Compound,KCNH2 3.1 block,GALK inhibitor,MBNL1 CUG block,a7 integrin act,TRPV1 ag,A-T KAP1 phos,MLL CXXC-DNA inh,S-ASM inh,Coupling enz,KCNH2 WT inh
O=C1CCCCC1Sc1nnc(Cc2cccs2)n1CCc1ccccc1 (configuration not stated),-7,0%,9%,-25%,?,11%,3%,-3%,2,-21
CCC(C)NC(=O)CSc1nc2n[nH]c(C)c2c(=N)n1-c1ccc(OC)cc1 (configuration not stated),-1,-1%,?,-7%,-3,1%,-2%,-1%,1,3
Cc1ccccc1N1CC2=C(C1=O)C(c1ccccc1)NC(=O)N2C (configuration not stated),8,1%,-2%,1%,12,0%,4%,2%,2,0
O=C(NCc1ccccc1)[C@@H]1C[C@H]1[C@@H](NP(=O)(c1ccccc1)c1ccccc1)c1ccccc1,3,/,10%,29%,91*,-11%,5%,0%,4&-1,-5
CCCCC12CN3CC(C)(CN(C1)C31C(=O)N(C)c3ccc(C)cc31)C2=O (configuration not stated),-12,-1%,28%,-24%,8,-2%,-2%,2%,0,-29
CN(C)CCCN(C(=O)c1ccc(S(=O)(=O)N(C)C2CCCCC2)cc1)c1nc2ccc(F)cc2s1,7,6%,-4%,-56%[inhibitor],5,11%,-5%,-6%,/,38
CSc1nsc(SCC(=O)N2CCCc3ccccc32)n1,10,0%,3%,-57%[inhibitor],13,6%,11%,-8%,3,0
O=C1CCC(=O)N1CC(O)COc1ccccc1 (configuration not stated),0,4%,-1%,3%,6,0%,-11%,-1%,2,-10
CCC1(CC)NC(=O)N(CC(=O)Nc2ccc(S(=O)(=O)N3CCOCC3)cc2)C1=O,5,0%,-10%,-15%,-2,2%,-13%,4%,0,1
Cc1ccc(S(=O)(=O)c2c(C)cc(C)nc2Oc2cccc(C)c2C)cc1,4,-2%,-2%,-29%,-1,5%,9%,-4%,2,9
CCn1c(SCC(N)=O)nc2c(c1=O)C1(CCCC1)Cc1ccccc1-2,9,5%,0%,15%,15,/,-3%,-10%,7,-1
CCOC(=O)C1=C(O)/C(=C\c2ccc(O)c(OCC)c2)N=C1C,-5,1%,29%,-29%,0,?,34%[activator],4%,-6,5
O=c1c2ccccc2nnn1CCO,13,-2%,-3%,-1%,2,6%,0%,6%,1,0
CCCCn1c(N)c(N(CC(C)C)C(=O)CSC(C)C(=O)Nc2cc(C)on2)c(=O)[nH]c1=O (configuration not stated),-10,/,/,0%,-2,-7%,/,/,/,-6
CCn1nccc1C(=O)Nc1nccs1,10,0%,1%,3%,1,-8%,11%,2%,5,5
COc1ccc(NC(=O)c2ccc(S(=O)(=O)N3CCCC3)cc2)cc1OC,-8,/,/,-6%,11,-1%,/,-1%,/,-2
CN(CC(=O)Nc1ccc(Cl)c(C(F)(F)F)c1)C(=O)c1cccnc1Sc1ccccc1,17,-2%,0%,-26%,8,10%,6%,-13%,/,-7
COc1ccc(OC)c(NC(=O)CSc2nnc(CNC(=O)c3cccs3)o2)c1,-14,-6%,-6%,?,1,-2%,-5%,3%,/,-4
CCCC(CCC(=O)Nc1ccc(S(N)(=O)=O)cc1)C(=O)O (configuration not stated),1,-2%,2%,12%,-4,2%,11%,-2%,7,-14
CCOC(=O)C1CCN(C(=O)CCNS(=O)(=O)c2ccc3c(c2)CCN3C(=O)CC)CC1,-38,-3%,8%,?,0,11%,3%,0%,1,-1
O=C(CC1C(=O)NCCN1Cc1cccc(Oc2ccccc2)c1)NCc1cccnc1 (configuration not stated),-4,3%,6%,-29%,-1,1%,2%,0%,3,3
CCOC(=O)C(NC(=O)c1ccccc1)(N1CCCC1=O)C(F)(F)F (configuration not stated),2,6%,-6%,20%,2,8%,-5%,1%,-1,2
CCOC(=O)[C@H]1[C@H]2COc3cc(OC)ccc3[C@@H]2N2C(=O)N(c3ccc(Br)cc3)C(=O)[C@@]12C,/,/,?,9%,-3,-3%,-9%,-30%,0,/
O=C1NCCN1CCNS(=O)(=O)c1ccc(F)cc1,12,/,-6%,22%,-4,10%,9%,5%,3,1
CC1CCN(C(=O)CSc2nc(N)c3c4c(sc3n2)CN(C)CC4)CC1,14,8%,13%,-5%,-1,33%,3%,63%[activator],0,-14
Oc1ccc(C=Nc2ccccc2-c2nc3ccccc3[nH]2)cc1,9,0%,9%,7%,11,3%,7%,/,-15,17
COc1ccc(NC(=O)COC(=O)C23CC4CC(CC(Cl)(C4)C2)C3)c(OC)c1,-14,15%,-5%,13%,?,-3%,12%,-8%,1,4
COc1ccccc1NC(=O)c1c(N=Cc2cccc([N+](=O)[O-])c2)cnn1C,6,-2%,/,9%,2,10%,18%,-15%,1,-1
O=C(CCN=C1NS(=O)(=O)c2ccccc21)OCc1nnc(-c2ccccc2)o1,18,/,/,11%,-1,1%,/,-1%,/,6
CCOC(=O)C(C)Sc1nc(C2CC2)cc(C(F)(F)F)c1C#N (configuration not stated),1,/,4%,-1%,10,15%,-2%,-4%,1,7
